# High-throughput results (PubChem)
# PfHsp90 set2 – growth inhibition of PfHsp90-expressing yeast, primary screen, antimalarial PfHsp90 inhibitor project, S. cerevisiae, BacTiter-Glo luminescence, single point, set 2 | inhibition, % at 9.4 µM | BacTiter-Glo ATP, 48 h; yeast lacking PDR1 and PDR3 efflux regulators | 0.32% of 310,000 active;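 active means every replicate shows inhibition above about 80%, whatever the replicate mean, limit read from the data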;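 further: 0% = DMSO neutral controls and 100% = 20 µM radicicol positive controls; yeast relying on Plasmodium falciparum Hsp90 in place of its own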
# NSD2 HMT inh – NSD2 histone methyltransferase inhibitors, primary screen, biochemical, AlphaScreen, single concentration, set 2; inhibition, % at 12.5 µM; Histone-lysine N-methyltransferase NSD2 (Homo sapiens), O96028; 0.54% of 310,000 active; NSD2 peptide methylation, 120 min; in the data active means inhibition above about 50%
# Target sequence (O96028 whole entry, looked up): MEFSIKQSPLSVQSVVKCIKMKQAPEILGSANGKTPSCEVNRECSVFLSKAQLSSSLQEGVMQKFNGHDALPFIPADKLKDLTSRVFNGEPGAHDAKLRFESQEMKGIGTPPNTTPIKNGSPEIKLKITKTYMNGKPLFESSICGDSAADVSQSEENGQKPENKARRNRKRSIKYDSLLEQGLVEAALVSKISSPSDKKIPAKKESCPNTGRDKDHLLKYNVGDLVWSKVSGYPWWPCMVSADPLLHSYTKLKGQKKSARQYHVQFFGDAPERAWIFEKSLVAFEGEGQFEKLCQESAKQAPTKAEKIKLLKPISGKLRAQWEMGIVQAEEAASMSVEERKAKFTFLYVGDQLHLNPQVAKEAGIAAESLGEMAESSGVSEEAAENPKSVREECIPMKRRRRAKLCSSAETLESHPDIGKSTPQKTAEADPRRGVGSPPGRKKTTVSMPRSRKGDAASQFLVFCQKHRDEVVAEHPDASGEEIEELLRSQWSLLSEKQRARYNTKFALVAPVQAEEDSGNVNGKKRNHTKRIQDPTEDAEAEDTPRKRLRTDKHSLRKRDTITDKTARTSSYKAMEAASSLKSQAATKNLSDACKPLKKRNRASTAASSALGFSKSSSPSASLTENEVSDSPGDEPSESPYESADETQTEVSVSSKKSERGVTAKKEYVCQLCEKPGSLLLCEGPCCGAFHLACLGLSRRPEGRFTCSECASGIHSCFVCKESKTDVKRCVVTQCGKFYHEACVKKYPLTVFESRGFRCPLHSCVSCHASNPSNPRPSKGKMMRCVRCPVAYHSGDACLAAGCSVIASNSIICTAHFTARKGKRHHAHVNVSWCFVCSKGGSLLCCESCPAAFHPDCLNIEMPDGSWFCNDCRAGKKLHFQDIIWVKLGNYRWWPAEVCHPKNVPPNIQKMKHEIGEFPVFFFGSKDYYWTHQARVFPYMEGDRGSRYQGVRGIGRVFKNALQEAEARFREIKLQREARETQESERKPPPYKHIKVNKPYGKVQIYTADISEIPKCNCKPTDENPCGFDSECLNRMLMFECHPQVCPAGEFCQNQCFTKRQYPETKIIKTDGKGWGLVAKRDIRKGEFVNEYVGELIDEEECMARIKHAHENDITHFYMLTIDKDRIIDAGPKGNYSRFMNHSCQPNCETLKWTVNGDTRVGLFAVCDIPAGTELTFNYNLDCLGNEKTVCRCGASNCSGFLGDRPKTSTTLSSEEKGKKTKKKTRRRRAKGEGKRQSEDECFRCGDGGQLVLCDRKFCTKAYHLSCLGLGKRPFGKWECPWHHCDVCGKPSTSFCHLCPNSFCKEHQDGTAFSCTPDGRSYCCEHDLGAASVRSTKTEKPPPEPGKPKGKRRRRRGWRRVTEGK
# LANA DNA inh – inhibitors of KSHV C-LANA binding to DNA, primary screen, biochemical, fluorescence polarization, FAM-LBS DNA, MBP-C-LANA, single point | inhibition, % at 9 µM | 0.078% of 340,000 active;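 active means highest replicate inhibition at or above 60% at 9 µM, even if other replicates fall short; inactive means all replicates below 60% inhibition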;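 further: 0% = neutral control wells and 100% = 4 µM acridine orange control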
# CDK5 inh – inhibitors of human CDK5/p35 kinase, primary screen, biochemical, single concentration | Recombinant CDK5/p35, ADP-Glo luminescence, 60 min | Cyclin-dependent kinase 5 (Homo sapiens) + Cyclin-dependent kinase 5 activator 1 (Homo … | 0.01% of 330,000 active | inhibition, % at 10 µM;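 active means highest replicate inhibition of at least 50% and at least 75% of replicates reaching 50%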;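 further: plate controls were DMSO neutral control for no effect and GW8510 at 10 µM for full effect; many of its hits are not listed in these tables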
# Rtt109 Vps75 – inhibitors of C. albicans Rtt109/Vps75 HAT, primary screen, biochemical, ThioGlo CoA-SH fluorescence, plate reader; Histone acetyltransferase RTT109 (Candida albicans (strain SC5314 / ATCC MYA-2876)), …; purified Rtt109/Vps75, 4 h; inhibition, % at 34.9 µM; 0.16% of 330,000 active; AID 540336, 2011;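 active means inhibition of at least 50% in every replicate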
# PvdQ acylase – P. aeruginosa PvdQ acylase inhibitors, primary screen, biochemical, fluorescence, plate reader and imaging, single point. 0.063% of 340,000 active. PvdQ acylase [Pseudomonas aeruginosa LESB58]. AID 488965, 2010. inhibition, % at 10 µM. purified PvdQ acylase; in the data active means inhibition above about 30%, passing the limit was not always enough;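 further: 0% = vehicle neutral wells and 100% = reference inhibitor wells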
# RTF Ca sens act – cardiac RTF calcium sensitivity activators, primary screen, biochemical, IANBD-TnC fluorescence, EC20 calcium; Troponin I, cardiac muscle (Homo sapiens) + Troponin T, cardiac muscle (Homo sapiens) + …; IANBD-labeled TnC RTF fluorescence at EC20 calcium; 0% EC20 calcium, 100% full calcium; activation, % at 7.2 µM; 0.24% of 340,000 active; AID 493008, 2010;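 active means activation above the mean over all tested compounds plus 3 SD, cut at about 30% in these data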;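 further: rise in fluorescence read as greater calcium sensitivity of cardiac thin filaments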
# Cardiac RTF inh – cardiac RTF calcium sensitivity inhibitors, primary screen, biochemical, IANBD-TnC fluorescence, EC70 calcium. Troponin I, cardiac muscle (Homo sapiens) + Troponin T, cardiac muscle (Homo sapiens) + …. inhibition, % at 7.15 µM. 0.12% of 340,000 active. IANBD-labeled cardiac RTF, Ca2+ fluorescence;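 active means inhibition above the mean inhibition of all tested compounds plus 3 SD, cut at about 17% in these data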;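 further: assay run at fixed EC70 calcium of 1.6 mM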
# Keap1-Nrf2 PPI – Keap1-Nrf2 protein-protein interaction inhibitors, primary screen, biochemical, fluorescence polarization, single point; Kelch-like ECH-associated protein 1 (Homo sapiens), Q14145; AID 504523, 2011; 0.15% of 340,000 active; Keap1 Kelch-Nrf2 peptide fluorescence polarization, 1536-well; inhibition, % at 9.4 µM; in the data active means inhibition above about 12%;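 further: human Keap1 Kelch domain with fluorescein labeled Nrf2 9mer peptide probe; 0% = neutral control wells and 100% = peptide positive control; higher means more block of Keap1 binding to Nrf2 peptide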
# Mot1-301 SUMO – yeast Mot1-301 growth rescue at high temperature, primary screen, SUMOylation pathway inhibitor project, S. cerevisiae, ATP luminescence, 38.5C; S. cerevisiae Mot1-301 growth rescue; percent above DMSO median, 100 means doubled; growth rescue, % at 18.8 µM; 1% of 320,000 active;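 active means every valid replicate shows activation above 250% relative to neutral control wells; inactive means the rest, any valid replicate at or below 250%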;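 further: OY570 slx delta 5 strain wells were the positive control but not used for scaling; some compounds called inactive have numbers as strong as hits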
# dFosB act – activators of delta FosB homodimer, primary screen, biochemical, fluorescence polarization, TAMRA-CDK5 oligo, single point; purified delta FosB; percent of positive-control signal above neutral wells; activation, % at 25 µM; 0.99% of 340,000 active;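 active means mean activation above about 17%, with every replicate also reaching it, limit read from the data, passing the limit was not always enough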;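 further: fluorescence polarization rise as delta FosB binds a TAMRA Cdk5 AP-1 oligo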
# Numbers without * were called inactive; nt = not tested or not shown; & = joins results of further samples.
SMILES,PfHsp90 set2,NSD2 HMT inh,LANA DNA inh,CDK5 inh,Rtt109 Vps75,PvdQ acylase,RTF Ca sens act,Cardiac RTF inh,Keap1-Nrf2 PPI,Mot1-301 SUMO,dFosB act
O=S1(=O)N=C(N2CCc3ccccc3C2)c2ccccc21,5,46,0.3,2.8,-10,-6,-1,1,1,-11,-4
CC(c1ccccc1)n1c(N2CCNCC2)nc2c1c(=O)[nH]c(=O)n2C (centres undefined),5,-3,-1.0,-0.7,65*,0,-2,5,-1,-14,-4
COc1ccc(-c2cc(=Nc3ccc(C)cc3)c3ccccc3o2)cc1,-6,-4,1.2,-0.1,-4,6,4,0,2,-6,6
COc1cc(C(=O)OCC(C)=O)c([N+](=O)[O-])cc1OC,-10,-2,0.7,1.1,3,-18,1,-7,-4,-18,-1
Cn1c(=O)oc2cc(S(=O)(=O)N3CCN(c4cccc(Cl)c4)CC3)ccc21,-8,1,0.4,-2.6,-2,-14,2,-5,-7,7,3
O=C(CNC(=O)c1ccco1)OC(C(=O)c1ccccc1)c1ccccc1 (centres undefined),27,0,1.0,-1.5,-4,-9,2,-3,-7,43,-17
COc1cc(OC)c(NC(=O)C2CCCO2)cc1Cl (centres undefined),19,-5,0.0,-1.1,3,-25,8,-4,-7,7,-7
CCCCC(=O)NCc1ccc(F)cc1,7,-2,-3.4,-1.2,-3,5,8,-6,-1,-2,2
CC1OC(Nc2ccc(N=Nc3ccccc3)cc2)C(O)C(O)C1O (centres undefined),32,nt,2.3,-1.4,nt,-5,-3,-24,0,9,-2
O=C1CC(c2ccccc2)Cc2nc3nc(C(F)(F)F)nn3cc21 (centres undefined),-1,-1,0.9,2.3,-1,-16,1,-6,-4,-17,3
CCCOc1ccc(Cn2c(O)cc(=O)[nH]c2=O)cc1,5,4,-2.0,0.3,0,-16,6,-10,-3,358,4
O=c1nc2n(c3ccc([N+](=O)[O-])cc13)CCCCC2,-1,-1,1.4,0.9,3,-8,4,-11,-6,-9,-2
Cc1ccc(SCCN)cc1C,12,3,1.3,1.0,1,-15,-6,-12,-2,-6,3
CC(C)(C)Nc1nc(SCC(=O)Nc2ccccc2)nc(N2CCOCC2)n1,4,4,0.1,0.8,11,10,-4,9,-6,37,-6
Fc1ccc(/C=N/NC(=S)Nc2ccc(Cl)cc2Cl)cc1,9,-1,-2.2,0.2,1,-4,0,-3,-1,124,12
CCN(CCO)Cc1cc(=O)oc2cc3c(cc12)CCC3,21,7,1.0,-0.4,-5,-3,2,-8,-1,-9,-2
O=C(CSc1cccc[n+]1[O-])NC1CCCCCCC1,nt,0,-0.1,0.6,-8,-15,3,-6,-1,-13,3
CN(CCCNC(=O)CSc1cc(=O)n(C)c2cc(Cl)ccc12)Cc1ccccc1,0,2,-1.7,0.2,-5,-19,0,-8,-5,25,-5
CCOc1cc(CNCc2ccccn2)ccc1OCC(=O)NC1CCCCC1,-14,0,0.1,0.5,4,3,-7,2,-1,99,8
O=C(Cc1ccc(F)cc1)NCCS(=O)(=O)N1CCN(c2cccc(Cl)c2)CC1,nt,0,0.0,0.8,15,12,5,-6,-4,236,-9
CCn1c(COc2ccccc2OC)nnc1SCC(=O)NC1CCCC1,16,5,-1.4,1.0,-27,-14,-6,-11,-5,-7,-7
CCC(=O)c1ccc(OCC(O)CN2CCCCC2)cc1 (centres undefined),nt,0,2.2,-1.3,4,15,-6,3,-5,56,-6
CSc1nnc2ccc(-c3ccc(C)cc3)nn12,12,-1,-0.7,-1.7,-9,-1,3,-6,-4,69,-27
O=C(CCl)Oc1ccc2occ(C(=O)c3cccs3)c2c1,1,nt,-0.2,1.1,2,-6,-3,10,-8,-6,1
Cc1ccccc1C1CCCN(Cc2nc(C3CC3)no2)C1 (centres undefined),-8,nt,0.2,-1.5,nt,-8,-3,6,0,2,2
CCCCCCCCC(=O)NCCOc1ccc(OC)cc1,-1,8,-2.2,nt,7,-7,-4,-32,2,nt,-2
NC(=O)COC(=O)CSc1ccc2ccccc2c1,nt,-9,0.2,0.8,-2,-2,-6,1,-2,-24,6
C=CCOC(=O)C1=C(C)NC(SCC(=O)NC(=O)OCC)=C(C#N)C1c1cccnc1 (centres undefined),-8&10,1&1,4.9&-0.7,0.0&0.1,1&-5,-22&-1,-1&7,-8&-5,-2&2,-8,-15&-6
O=C(CCS(=O)(=O)Cc1ccccc1)NCc1ccco1,5,1,-2.5,0.8,10,-9,-1,-7,7,-4,-7
CCC(CC)N1CCN(C(=O)c2cc(OC)c(OC)c(OC)c2)CC1,-7,4,-2.5,-0.3,7,2,-3,-6,-2,-7,2

# Sorted by number of heavy atoms (low to high): three of the compounds above.
SMILES,PfHsp90 set2,NSD2 HMT inh,LANA DNA inh,CDK5 inh,Rtt109 Vps75,PvdQ acylase,RTF Ca sens act,Cardiac RTF inh,Keap1-Nrf2 PPI,Mot1-301 SUMO,dFosB act
CSc1nnc2ccc(-c3ccc(C)cc3)nn12,12,-1,-0.7,-1.7,-9,-1,3,-6,-4,69,-27
O=C(CSc1cccc[n+]1[O-])NC1CCCCCCC1,nt,0,-0.1,0.6,-8,-15,3,-6,-1,-13,3
CCCCCCCCC(=O)NCCOc1ccc(OC)cc1,-1,8,-2.2,nt,7,-7,-4,-32,2,nt,-2

# Next results follow.
SMILES,PfHsp90 set2,NSD2 HMT inh,LANA DNA inh,CDK5 inh,Rtt109 Vps75,PvdQ acylase,RTF Ca sens act,Cardiac RTF inh,Keap1-Nrf2 PPI,Mot1-301 SUMO,dFosB act
O=C(CSc1nc(C2CC2)nc2ccccc12)N1CCCCC1,-11,1,-0.9,0.7,3,-12,4,-11,-3,6,-7
Cc1ccc(-n2cc(CNCCN3CCOC3=O)c(-c3cccc(C)c3)n2)cc1,-1,-3,-0.7,-1.7,nt,-18,3,-2,-9,-9,-2
CC(=O)N1CC(C)Oc2ccc(S(=O)(=O)NC(CC(=O)O)c3ccccc3C)cc21 (centres undefined),1,nt,-1.1,1.4,-10,-7,7,9,4,-1,6
COc1ccc(N2CC(C(=O)N3CCC(c4nc5ccccc5[nH]4)CC3)CC2=O)cc1 (centres undefined),-6,-1,-1.7,-0.1,-19,-4,-4,-5,-2,-1,2
CN1OC[C@@H]2CN(C(=O)C(C)(C)C)[C@H](c3cccc(Br)c3)C[C@@H]21,-19,nt,0.5,1.2,-5,-24,-3,-1,1,nt,-1
COc1cccc(NC(=O)C2CC(=O)N=C(N)S2)c1 (centres undefined),26,5,0.0,-0.6,0,-14,1,-7,-6,5,-6
O=C(CN1CCN(C(=O)c2ccco2)CC1)Nc1ccccc1,-10,-1,5.1,0.5,6,9,0,-13,-3,-18,2
O=C(CSc1ccc(F)cc1)Nc1ccccc1Br,8,-1,1.0,-2.6,3,-1,6,9,4,-10,4
O=C(NCC(=O)N(c1ccc(Cl)cc1)C(C(=O)NC1CCCC1)c1ccncc1)c1ccco1 (centres undefined),-45,-7,-0.4,-6.0,3,-5,-3,-11,-8,-7,-13
OCCCNc1nc(-c2ccc(Cl)cc2)nnc1-c1ccc(Br)cc1,23,0,0.9,-0.3,3,7,4,9,-1,13,-3
CC(C)CCOCC(=O)Nc1cccc(C(=O)O)c1,0,0,-1.1,1.7,7,-11,4,-8,3,-6,3
CC(=O)c1ccc(OCC(=O)OC(C)C(=O)NC2CCCCC2)cc1 (centres undefined),-15,1,-3.7,0.8,8,1,-5,-3,-3,-9,2
CN(C)S(=O)(=O)c1ccc(Cl)c(C(=O)Nc2cccc3ncccc23)c1,-17,-3,0.5,4.3,3,-9,-3,-14,0,-5,-5
O=C(O[C@@H](C(=O)O)[C@@H](OC(=O)c1ccccc1)C(=O)O)c1ccccc1,5,nt,-0.6,-0.8,13,0,6,-3,3,-3,0
O=C(COC(=O)c1cccc(S(=O)(=O)N2CCOCC2)c1)NCc1ccccc1,-4,-3,-0.4,2.7,-2,3,-4,-1,1,-6,0
COc1cccc(NC(=O)C2C3CC4OC(=O)C2C4C3)c1 (centres undefined),-3,1,-0.4,0.7,-4,4,-3,6,-1,3,1
N#Cc1cnn2ccc(-c3cc(N4CCOCC4)ccc3[N+](=O)[O-])nc12,20,-1,-0.1,0.8,11,4,-1,-5,2,6,-5
Cc1ccc2nc(-c3ccc(NC(=O)COC(=O)c4ccc(Br)o4)cc3)sc2c1,18,1,-1.8,1.4,3,-12,-9,3,-5,-1,35*
CCc1cccc2c1NC(=O)C2=O,-4,3,0.4,-0.9,3,3,1,-4,0,nt,1
Cc1ccc(NC(=S)N2CCCC2)cc1Cl,-14,22,0.0,-1.8,0,-14,8,6,-7,-11,5
COC(=O)c1cc(NC(=O)CC2SCCNC2=O)cc(C(=O)OC)c1 (centres undefined),20,-1,1.9,0.5,5,12,-1,0,-5,10,-9
O=C(NCC(O)CO)c1ccc2[nH]c3ccccc3c2c1 (centres undefined),-19,-1,-1.2,-0.9,-3,-15,4,5,1,-1,4
Cc1ccc(S(=O)(=O)NC2=NCN(C)CN2)cc1[N+](=O)[O-],-19,12,-0.1,-0.5,-11,-8,-4,-5,-4,2,-6
CCOC(=O)N/N=C/c1ccc(OCCSc2ccc(Cl)cc2)c(OCC)c1,10,0,-1.4,1.8,-1,-12,-1,-2,-2,9,-7
CCn1nnc2sc3c(c2c1=O)CCC(C)C3 (centres undefined),16,1,-1.9,1.3,0,-8,-1,-8,2,267,7
CCc1nn(C(C)C(=O)N2CCN(c3ccccc3)CC2)c(=O)c2cc3occc3n12 (centres undefined),15,4,-0.4,0.8,6,-14,3,-9,4,-6,-5
O=C(CSc1ncn[nH]1)NCc1ccc2c(c1)OCO2,nt,-2,-0.1,2.1,1,-16,-1,-6,0,32,-8
COc1cccc(-c2nnc(SCC(=O)N(C(C)C)C(C)C)o2)c1,nt,-2,-1.7,-0.7,-21,-10,3,-9,0,23,-6
CS(=O)(=O)c1sc(C(=O)NC(=S)Nc2ccc(OC(F)(F)F)cc2)c2c1C=CCC2,-21,-3,-0.3,0.7,4,-19,-2,1,-4,7,-5
Cc1ccc(CS(=O)(=O)Cc2ccc(C(=O)NCc3ccco3)o2)cc1,-4,1,1.6,-0.8,-14,2,-4,5,-6,213,0

# Random draw from the library; overall some 3.2% were active at least once.
